VHR inh abs: DUSP3 (human) phosphatase inhibition; P51452; recombinant VHR phosphatase, pNPP absorbance; inhibition, % at 13.3 µM; 290,000 compounds, 0.52% hits; AID 1654; in the data active = inhibition above about 50%; also: some compounds called inactive have numbers as strong as hits
Target sequence (P51452 whole entry, looked up): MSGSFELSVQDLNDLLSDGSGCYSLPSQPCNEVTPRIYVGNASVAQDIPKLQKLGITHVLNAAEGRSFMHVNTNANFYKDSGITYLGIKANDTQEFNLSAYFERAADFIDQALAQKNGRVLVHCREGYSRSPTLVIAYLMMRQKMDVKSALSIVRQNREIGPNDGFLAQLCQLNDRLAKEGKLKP
TcdB inh: TcdB glycohydrolase inhibition; inhibition, % at 9.99 µM; TcdB glycohydrolase enzymatic assay, plate reader; 350,000 compounds, 0.24% hits; in the data active = inhibition above about 10%
PriA SSB inh: K. pneumoniae PriA-SSBct interaction inhibition | 430,000 compounds, 0.6% hits | AlphaScreen SSBct-PriA binding, biotinylated peptide | inhibition, % at 33 µM; in the data active = inhibition mostly above about 37%, no sharp cut-off; inactive = mostly below about 20%;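 also: plate controls were negative control peptide for no effect and reference peptide for full effect; strong numbers were not always called active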
PfHsp40 rescue: rescue of PfHsp40-mediated yeast toxicity; S. cerevisiae expressing PfHsp40, growth rescue, ATP luminescence; growth rescue, % at 12.5 µM; 340,000 compounds, 0.68% hits; AID 504582; in the data active = growth rescue above about 28%, passing the limit was not always enough; inconclusive = no clear call, values can overlap the other calls;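 also: yeast W303a lacking pdr1 and pdr3 grown in galactose medium; growth measured after three days at 30 °C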
BH1578 lux ind: inducers of Vibrio cholerae quorum light production without autoinducers; V. cholerae BH1578 lux reporter, luminescence, 6 h; activation, % at 18.7 µM; 350,000 compounds, 0.16% hits; in the data active = activation mostly above about 9.7%, no sharp cut-off; inconclusive = no clear call, values can overlap the other calls; inactive = mostly below about 3.7%; also: not every result past the cut was called active; inactives centre near 0; reference of the scale not given here
CCHFV vOTU inh: CCHFV vOTU protease inhibition | Pep-AMC fluorescence | inhibition, % at 11.5 µM | 370,000 compounds, 0.55% hits; in the data active = inhibition above about 30%; also: 0% = vehicle wells with enzyme and 100% = no enzyme wells
3CLpro inhibitor: SARS-CoV 3CLpro protease inhibition. P0C6X7. recombinant SARS-CoV 3CLpro, quenched FRET peptide cleavage. inhibition, % at 6 µM. 290,000 compounds, 0.14% hits. AID 1706; in the data active = inhibition above about 12%
Yp Topo-I inh: inhibitors of Yersinia pestis topoisomerase I. AID 504884. 360,000 compounds, 0.064% hits. activity, % at 10 µM. Y. pestis Topo-I cleavage product accumulation, plate reader; in the data active = activity above about 50%, passing the limit was not always enough; inconclusive = no clear call, values can overlap the other calls; also: inactives centre near 2
BoNT A protease: inhibitors of Botulinum neurotoxin A light chain protease; multiplex microsphere protease substrate cleavage, flow cytometry; inhibition, % at 10 µM; 360,000 compounds, 0.17% hits; also: plate controls were buffer without enzyme for full effect and enzyme alone for no effect
Anthrax LF inh2: anthrax lethal factor protease inhibition. AID 588501. P15917. inhibition, % at 10 µM. multiplex microsphere protease cleavage assay, LF. 360,000 compounds, 0.12% hits; also: plate controls were buffer without enzyme for full effect and enzyme alone for no effect
Target sequence (P15917 whole entry, looked up): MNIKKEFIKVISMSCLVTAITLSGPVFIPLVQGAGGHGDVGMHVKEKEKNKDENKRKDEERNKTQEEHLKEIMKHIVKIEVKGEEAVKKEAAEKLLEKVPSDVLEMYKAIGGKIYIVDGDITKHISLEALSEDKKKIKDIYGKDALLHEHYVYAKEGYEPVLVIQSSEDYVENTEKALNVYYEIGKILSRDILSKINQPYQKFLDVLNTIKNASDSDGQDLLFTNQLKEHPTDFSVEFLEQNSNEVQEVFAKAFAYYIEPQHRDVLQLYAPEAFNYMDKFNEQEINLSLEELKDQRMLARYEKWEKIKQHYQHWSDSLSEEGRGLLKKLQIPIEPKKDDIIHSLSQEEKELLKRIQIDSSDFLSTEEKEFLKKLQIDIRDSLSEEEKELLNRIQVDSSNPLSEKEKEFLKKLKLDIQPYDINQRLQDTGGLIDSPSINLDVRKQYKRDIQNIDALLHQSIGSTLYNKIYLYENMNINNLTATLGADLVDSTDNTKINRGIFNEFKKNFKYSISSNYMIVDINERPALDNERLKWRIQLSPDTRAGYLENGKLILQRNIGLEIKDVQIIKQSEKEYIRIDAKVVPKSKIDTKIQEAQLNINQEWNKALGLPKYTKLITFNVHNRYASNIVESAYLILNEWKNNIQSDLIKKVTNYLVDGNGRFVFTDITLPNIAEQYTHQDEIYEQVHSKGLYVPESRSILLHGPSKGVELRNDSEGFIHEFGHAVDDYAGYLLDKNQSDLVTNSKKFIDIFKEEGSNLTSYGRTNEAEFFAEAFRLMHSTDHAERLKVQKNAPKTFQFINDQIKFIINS
Starred values were filed as active, the others as inactive; i = inactive; u = inconclusive; x = not tested or not shown. Rule as the data show it, unless noted: active = inhibition above about 30%; inconclusive = no clear call, values can overlap the other calls; inactive = below that. A portion of the library. The share of hits here may be higher or lower than overall.

Every second line gives: VHR inh abs	TcdB inh	PriA SSB inh	PfHsp40 rescue	BH1578 lux ind	CCHFV vOTU inh	3CLpro inhibitor	Yp Topo-I inh	BoNT A protease	Anthrax LF inh2
- COC(C(=O)Nc1ccc(F)cc1F)c1ccccc1 (stereo not drawn)
    6	x	-4	-1.8	i	14	-3	5	-0.2	-1
- O=C(c1cccc(C(F)(F)F)c1)N1CCC(O)(CS(=O)(=O)Cc2ccccc2Cl)CC1
    16	x	-19	1.5	-3.8	9	2	8	u	1
- O=C(NCc1ccc(Cl)cc1)c1cc(=O)[nH]c2ccccc12
    6	-0.2	-29	0.5	-4.8	-3	5	-7	0.7	-7
- COC(=O)c1ccc(C(=O)OC)c(NC(=O)COC(=O)C2CC2C)c1 (stereo not drawn)
    7	x	-5	0.9	i	14	0	0	-0.5	2
- Cc1ccc(NC(=S)N2CCCCCC2)cc1
    5	-0.8	2	-0.3	-0.7	3	3	4	u	6
- CCc1cc2c(Nc3ccc(O)cc3)nc(C)nc2s1
    4	4.8	13	22	-0.6	12	6	-10	u	0
- O=C(COc1ccc(-n2cnnn2)cc1)NC1CCCCC1
    21	x	-2	-0.6	-0.7	2	-4	-4	-0.5	-1
- CCOc1cc(/C=C2\SC(=NC)N(C)C2=O)cc(Cl)c1OC(C)=O
    x	0.6	-7	0.6	0.6	-11	7	-3	-0.7	6
- CC(C)C(=O)Nc1ccccc1N1CCN(S(C)(=O)=O)CC1
    9	x	-3	1.5	-1.2	-11	-4	6	-0.1	-3
- CSc1ccccc1NC(=O)CN(C)CC(=O)Nc1ccccc1F
    -1	x	-1	1.0	-0.2	-9	0	1	0.8	2
- O=C(OCC(=O)N1CCc2ccccc21)[C@@H]1CC(O)CN1S(=O)(=O)c1ccccc1[N+](=O)[O-] (stereo partly drawn)
    x	-0.1	0	0.9	i	0	x	9	-1.8	0
- CSc1nnc(C)c(/C=C/NOCc2ccc(Cl)cc2)n1
    22	0.4	-12	1.1	-1.0	-7	-2	13	1.5	9
- COC(=O)C1=C(c2ccc(OC(F)(F)F)cc2)C[C@@H]2CC[C@H]1N2C(=O)N1CCC(O)CC1
    x	1.2	-2	-0.5	i	-3	x	11	0.7	-5
- Cn1cccc1-c1cc(C(=O)N/N=C/c2ccc(F)cc2)[nH]n1
    -2	2.1	x	-0.8	-0.4	2	0	-3	2.5	0
- COc1ccc(Nc2ccc(N3C(=O)CCC3=O)cc2[N+](=O)[O-])cn1
    40	1.1	-16	0.4	i	-3	0	-4	-0.3	-5
- COc1ccc(-c2ccc3c(c2)[C@@H]2C[C@H](N(C)C(=O)C(C)(C)C)[C@H]([C@H](C)O)C(=O)N2CC3)cc1
    x	-1.0	-8	0.1	i	13	x	3	0.7	-3
- CCn1cc(CNC(=O)/C=C/c2cnn(C)c2)c(C)n1
    -5	x	-13	3.9	-0.3	-16	2	-2	0.2	0
- COC(=O)c1c(C)oc(C)c1S(=O)(=O)N1CCOCC1
    3	0.9	-6	-0.6	0.6	2	5	4	u	-13
- CC1(C)Oc2ccc3ccc(=O)oc3c2/C(=C/NNC(N)=S)C1=O
    20	0.8	x	0.1	-0.2	-30	2	-8	-3.8	10
- CC(=O)Nc1ccc(NC(=O)C2CC(=O)Nc3nc4ccccc4n32)cc1 (stereo not drawn)
    23	0.2	-4	2.3	i	-4	-3	2	-1.0	6
- O=C(O)CSCC(=O)N1CCN(Cc2ccc3c(c2)OCO3)CC1
    3	x	-3	-0.2	i	x	-5	13	3.3	-17
- CN1CCN(c2ncnc3c2cnn3-c2ccc(Cl)cc2)CC1
    21	-4.7	-13	-0.3	-0.2	4	-9	6	-1.0	2
- Cc1sccc1/C=N/NC(=O)c1ccco1
    1	2.3	x	-1.1	-0.1	19	-1	6	-1.4	-1
- O=C(O)c1cc(N2C(=O)C=CC2=O)cc(N2C(=O)C=CC2=O)c1
    x	-1.8	26	0.8	i	3	x	3	1.8	-5
- CC(=O)Nc1ccc(S(=O)(=O)NC(C)(C#N)C2CC2)cc1 (stereo not drawn)
    -12	0.6	-9	0.3	-0.2	10	-6	8	1.8	-3
- O=C(C(Cc1ccccc1)N1C(=O)C2C3C=CC(C3)C2C1=O)N1CCCCCC1 (stereo not drawn)
    -3	x	-2	-0.1	-3.7	3	-2	-4	-0.4	2
- O=C(COc1ccc2c(C(F)(F)F)cc(=O)oc2c1)Nc1ccc2c(c1)OCCO2
    -14	x	-25	0.8	i	0	1	-2	-1.3	-2
- O=[N+]([O-])c1cccc(OCc2cn3cccnc3n2)c1
    53*	0.8	0	-1.8	-0.5	4	2	0	-0.6	2
- O=C(NCc1ccccc1)c1cc(C2COCCN2S(=O)(=O)c2ccccc2)on1 (stereo not drawn)
    x	1.5	x	x	i	-3	x	9	-0.4	1
- O=C(CSc1nc2ccccc2c(=O)n1-c1ccc(F)cc1)Nc1ccc(C(=O)O)cc1
    x	-1.9	-2	0.6	i	-9	2	-3	-0.1	-11

(further entries)
Every second line gives: VHR inh abs	TcdB inh	PriA SSB inh	PfHsp40 rescue	BH1578 lux ind	CCHFV vOTU inh	3CLpro inhibitor	Yp Topo-I inh	BoNT A protease	Anthrax LF inh2
- CCOC(=O)C1(CCc2ccccc2)CCN(C(=O)C2=C(C)OCCO2)CC1
    13	1.6	-13	-1.3	i	-8	4	23	-1.4	5
- Cc1occc1C(=O)N1CCN(c2ccc(Cl)c(Cl)c2)CC1
    20	x	12	-0.4	i	-11	5	5	-0.3	-2
- O=C(CSc1nnc(-c2ccccc2Cl)n1Cc1ccco1)Nc1ccc2c(c1)OCCO2
    -5	x	4	1.0	-0.7	10	3	34	0.0	-3
- COc1ccccc1NC(=O)CSc1nc(=O)n(CCN2CCOCC2)c2c1CCC2
    x	0.1	2	-0.4	i	-4	x	-3	0.7	0
- CCn1c(=S)sc2c(=O)n(CC(=O)Nc3ccc(Cl)cc3)c(C)nc21
    -2	-5.5	12	2.5	-0.6	-3	5	-10	1.4	-3
- COc1ccc(S(=O)(=O)N(C)CC(=O)NCCCN2CCOCC2)cc1C
    x	4.3	-4	-0.9	-3.1	4	x	4	0.0	3
- CC1(C)C(=O)Nc2ccccc2N1C(=O)CSc1nnc2c(Cl)cc(Cl)cn12
    -1	0.9	6	-2.2	-0.2	5	-3	-5	1.2	-2
- COc1ccccc1CCC(=O)Nc1ccc2c(c1)c(=O)n(C)n2Cc1cccc(C(F)(F)F)c1
    x	0.4	x	x	0.4	-54	x	37	0.4	-4
- CC(C)Cc1cc(C(=O)N2CCC(N3CCC(C(=O)N4CCCC4)CC3)CC2)n[nH]1
    40	x	-2	0.6	i	2	-5	-5	-0.1	-2
- Cc1ccc(C)c2[nH]c(=O)c(C(c3nnnn3C(C)(C)C)N3CC=C(c4ccc(F)cc4)CC3)cc12 (stereo not drawn)
    2	x	-11	-1.2	i	24	-3	20	3.7	4
- Cc1c(N2C(=O)C(=O)/C(=C(/O)c3ccccc3)C2c2ccc(F)cc2)c(=O)n(-c2ccccc2)n1C (stereo not drawn)
    3	x	x	0.8	-0.4	-2	1	-1	0.5	1
- Cc1cc[n+](CC(=O)Nc2nc3ccccc3s2)cc1
    36	-1.0	-2	-0.7	-0.4	3	1	-5	-0.2	-3
- CCNS(=O)(=O)c1c(C)cc(C)c(N(C)S(=O)(=O)c2ccccc2)c1C
    27	1.1	-18	2.0	i	2	4	-3	-0.1	-1
- Cn1cc([N+](=O)[O-])c(C(=O)Nc2ccn(C34CC5CC(CC(C5)C3)C4)n2)n1
    5	0.9	11	-2.1	-0.3	14	9	25	0.1	0
- Cc1ccnc(NC(=O)c2c(-c3ccccc3Cl)noc2C)c1
    8	x	-23	-0.4	-0.3	-3	5	-2	-0.1	0
- COc1ccc(OCc2cccc(C(=O)O)c2)cc1
    13	x	-19	1.0	i	-8	x	-5	-0.6	10
- CC(C(=O)O)n1c(-c2ccn[nH]2)n[nH]c1=S (stereo not drawn)
    -4	0.2	-2	0.2	-0.1	-10	-3	5	0.5	2
- Cc1sc2ccccc2[n+]1CCC(C)S(=O)(=O)[O-] (stereo not drawn)
    9	x	-6	-0.9	i	-5	0	3	-1.1	-3
- O=C(Cn1c(=O)oc2ccccc21)Nc1ccc(S(=O)(=O)N2CCCCC2)cc1
    -2	x	-9	-0.1	0.4	2	1	-5	-0.3	1
- O=[N+]([O-])c1ccccc1S(=O)(=O)Nc1cccc(-c2ccc(N3CCOCC3)nn2)c1
    x	0.2	4	1.3	-5.6	7	x	2	-2.2	-2
- COc1ccc(C(=O)NCCc2cccc(Cl)c2)cc1OC1CCN(C(C)=O)CC1
    7	-1.0	-9	-0.5	-0.3	17	6	13	-3.4	-8
- CC1=C(C(=O)OCc2ccccc2)C(c2ccccc2)NC(=O)N1CCCCCC(=O)O (stereo not drawn)
    24	-0.7	4	0.3	i	-3	3	9	0.2	1
- CCOc1ccc(S(=O)(=O)N2CCN(C(=O)c3cccnc3)CC2)cc1
    12	1.7	-9	9.7	-1.2	4	1	-3	1.0	-8
- COC(=O)C[C@H]1c2ccccc2S(=O)(=O)N1Cc1ccc(OC)cc1
    x	0.8	-14	0.9	-0.8	7	x	8	-0.4	1
- CCOC(=O)C1(Cc2cccc(OC)c2)CCN(CC2CC=CCC2)CC1 (stereo not drawn)
    10	-9.6	-11	-0.7	-0.3	4	4	9	-0.4	1
- CCCn1c(=O)c(Br)cn(-c2ccccc2C)c1=O
    8	-1.0	-21	-1.0	-0.6	-16	-3	2	u	-7
- Cc1ccc(OCCC(=O)OCC(=O)Nc2ccc(F)cc2)cc1
    x	2.3	3	-0.4	i	14	x	3	u	u
- COc1ccc(CNC(=O)CCNC(=O)c2ccc(C(C)(C)C)cc2)cc1OC
    x	1.6	-6	-0.8	i	-6	x	0	1.2	1

Of the compounds above, these contain a thiophene ring, fused or not.
Every second line gives: VHR inh abs	TcdB inh	PriA SSB inh	PfHsp40 rescue	BH1578 lux ind	CCHFV vOTU inh	3CLpro inhibitor	Yp Topo-I inh	BoNT A protease	Anthrax LF inh2
- CCc1cc2c(Nc3ccc(O)cc3)nc(C)nc2s1
    4	4.8	13	22	-0.6	12	6	-10	u	0
- Cc1sccc1/C=N/NC(=O)c1ccco1
    1	2.3	x	-1.1	-0.1	19	-1	6	-1.4	-1

Screening data deposited in PubChem BioAssay by several laboratories.
